Screening results (PubChem)
MEP2 TOR yeast = modulators of TOR pathway MEP2-GFP in S. cerevisiae | actives 0.51% (n = 330,000) | GFP response vs DMSO, % at 10 µM | S. cerevisiae MEP2-GFP strain, flow cytometry GFP, 3 h; 100% = DMSO control level;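 active means GFP response versus DMSO above a set limit, roughly screen mean plus 3 SD, cut at about 180% in these data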;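 further: median GFP fluorescence of the barcode-gated MEP2-GFP cells per well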
AHR activator = activates the human aryl hydrocarbon receptor | P35869 | AHR-responsive luciferase reporter cells, luminescence | activation, % at 5 µM | actives 2.5% (n = 320,000); in the data active means activation above about 47%;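 further: 0% = vehicle wells and 100% = reference agonist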
RPL19A-GFP yeast = alters RPL19A-GFP fluorescence in TOR pathway yeast screen. AID 2025. actives 0.3% (n = 330,000). S. cerevisiae RPL19A-GFP strain, flow cytometry, 3 h; active compounds read low. percent response vs DMSO, % at 10 µM;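 active means percent response vs DMSO below 50%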;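 further: median channel GFP fluorescence of the barcoded RPL19A-GFP strain; ratio of sample median GFP to plate DMSO average so 100% = DMSO; lower means less RPL19A-GFP as with rapamycin TOR inhibition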
LAP4-GFP MLPCN = yeast TOR pathway LAP4-GFP modulation. S. cerevisiae LAP4-GFP multiplex, flow cytometry GFP, 3 h; median GFP as percent of DMSO wells. GFP response vs DMSO, % at 10 µM. actives 0.34% (n = 320,000). AID 2023;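 active means GFP response vs DMSO above a set limit, about the screen mean plus 3 SD, cut at about 150% in these data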
ZTA counter = blocks Epstein-Barr virus ZTA, an EBNA-1 counter-screen | P03206 | ZTA-DNA binding, fluorescence polarization | inhibition, % at 11 µM | actives 0.15% (n = 320,000) | AID 2234; in the data active means inhibition above about 33%
proCasp3 act = procaspase-3 (human) activation; actives 0.11% (n = 330,000); recombinant procaspase-3 D3A, Ac-DEVD-pNA absorbance 405 nm; P42574; activation, % at 8.5 µM;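 active means activation above the mean of all tested compounds plus 3 SD, cut at about 21% in these data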;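 further: 0% = DMSO alone and 100% = DMSO wells spiked with extra 5 µM PC-3 D3A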
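Assay system: Autoprocessing-dead procaspase-3 D3A mutant enzyme; also added: Ac-DEVD-pNA; doses: one concentration, 8.5 µM nominal, 0.8% DMSO; times: 1 h compound preincubation, 2 h substrate hydrolysis at 25 °C; technique: 405 nm absorbance of p-nitroaniline, reads at 0 and 120 min; measure: % activation between DMSO and enzyme-spiked controls; repeats: single replicate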
EBNA-1 inh = blocks EBNA-1 binding to DNA. EBNA-1 DNA binding, fluorescence polarization. actives 0.34% (n = 300,000). AID 1950. inhibition, % at 14.8 µM; in the data active means inhibition above about 28%
procasp7 counter = counter-screen for procaspase-3 activators: activators of human procaspase-7. recombinant procaspase-7, Ac-DEVD-pNA absorbance 405 nm; D23A/D198A/D206A triple mutant, cannot self-cleave; scale: DMSO 0, 5 µM enzyme 100. activation, % at 8.5 µM. actives 0.093% (n = 330,000). AID 463210;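 active means percent activation above the screen-wide mean plus 3 SD, cut at about 25% in these data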
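System: Uncleavable procaspase-7 mutant enzyme; Amount: 2 µM procaspase-7 mutant as dispensed; Schedule: 1 h compound preincubation, 2 h substrate cleavage, 25 °C; Measured by: 405 nm absorbance of p-nitroaniline; Evaluation: percent activation from buffer-corrected 0–120 min absorbance change; Control set: low DMSO alone, high DMSO plus 5 µM PC-7.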
Starred values were filed as active, the others as inactive; / = no result given. Random draw from the library; 3.8% or so of the library scored in one or more.

SMILES | MEP2 TOR yeast | AHR activator | RPL19A-GFP yeast | LAP4-GFP MLPCN | ZTA counter | proCasp3 act | EBNA-1 inh | procasp7 counter
CC1(C(=O)N(c2ccccc2)C(C(=O)NC2CCCC2)c2ccccn2)CC(=O)N=C2C=CC=CN21 (stereo not given) | 111 | 5 | 101 | 102 | -2 | -2 | 3 | 6
CCOc1ccc(C(=O)O)cn1 | 104 | 1 | 100 | 109 | -13 | 5 | -8 | 3
Fc1ccccc1CNc1cc(Cl)cc(Cl)c1 | 106 | -1 | 98 | 92 | 3 | 8 | 9 | -1
Cc1cc(C)c(S(=O)(=O)N2CCCCC2)c(C)c1-n1ncnn1 | 91 | 2 | 91 | 95 | 14 | 9 | 0 | 2
O=S(=O)(c1cc(Cl)ccc1Cl)N1CCCC1 | 98 | -3 | 94 | 100 | 2 | -2 | 7 | -2
CN(CC(=O)N1CCc2[nH]c3ccc(F)cc3c2C1)CC1OCCO1 | 100 | -1 | 97 | 99 | -11 | 9 | 5 | -7
CCOC(=O)Cc1csc(N/N=C/c2ccc(C(F)(F)F)cc2)n1 | 117 | -7 | 115 | 112 | -22 | -1 | 8 | -8
Cc1[nH]n(-c2cccc([N+](=O)[O-])c2)c(=O)c1-c1ccccc1 | 103 | 7 | 103 | 88 | -11 | 0 | -4 | -7
O=C(CSc1nc(=O)n2cc(Cl)ccc2n1)Nc1ccc2c(c1)OCO2 | 96 | 4 | 95 | 102 | 2 | 1 | -5 | -3
COc1cc(C(=O)OCC(=O)N2CCC(C)CC2)cc2c1OCCO2 | 99 | 0 | 98 | 96 | -4 | 15 | / | 6
COc1cccc(CN(C)CC(=O)Nc2cc3oc4ccccc4c3cc2OC)c1 | 97 | 42 | 99 | 102 | -4 | 2 | 14 | 4
Cc1noc(C)c1C(=O)OCC(=O)NCCc1ccc(Cl)cc1 | 101 | -2 | 97 | 91 | 2 | -1 | -7 | 2
N#CC1=C(N)Oc2cc(N)ccc2C1c1ccc(F)cc1F (stereo not given) | 116 | 4 | 92 | 105 | -13 | -11 | -10 | -24
Cc1cccc(CC(=O)Nc2ccon2)c1 | 105 | -2 | 100 | 89 | 4 | -3 | 11 | 8
O=S(=O)(Nc1ccc(O)c(Sc2nc3ccccc3s2)c1)c1ccc(Cl)cc1 | 102 | 3 | 102 | 95 | -3 | 0 | 6 | 13
CC12CCC(=O)N1C(C(=O)Nc1cccc3ccccc13)CS2 (stereo not given) | 103 | 11 | 102 | 97 | 0 | 5 | 8 | -2
O=C1OCCC1Sc1nc2cc(Cl)ccc2n1Cc1ccccc1 (stereo not given) | 102 | -1 | 95 | 107 | 6 | 2 | 2 | 1
COc1cccc2cc(C(=O)C3=C(O)C(=O)N(CCN(C)C)C3c3ccc(Cl)cc3)oc12 (stereo not given) | 99 | 1 | 96 | 111 | 12 | -10 | 0 | -11
Cc1cccc(C)c1NC(=S)NCc1ccncc1 | 107 | -2 | 101 | 124 | 17 | -4 | 12 | -6
O=C(NC1CCCCC1)C(c1ccccc1)N1CCOCC1 (stereo not given) | 101 | 0 | 102 | 100 | 7 | 2 | -2 | 4
C/C(=N\NC(=O)c1ccc2c(c1)OCO2)c1ccc(NS(C)(=O)=O)cc1 | 88 | 22 | 91 | 99 | -7 | 1 | -8 | 0
COc1cccc(-c2cc(C(F)(F)F)n3ncc(C(=O)O)c3n2)c1 | 92 | 5 | 87 | 90 | -9 | -2 | -2 | -2
O=C1NN(c2ccc(F)c(Cl)c2)C(=O)/C1=C\c1cccc(OC(=O)c2cccs2)c1 | 99 | 9 | 101 | 105 | 17 | -6 | 13 | -3
COC(=O)C1(C)NC(c2cccc(C)c2)C2C(=O)N(c3ccc(F)cc3)C(=O)C21 (stereo not given) | 103 | 0 | 94 | 86 | 10 | -8 | 4 | 9
CS(=O)(=O)c1ccc(Cl)c(C(=O)O)c1 | 100 | 2 | 94 | 94 | -11 | -1 | -6 | -2

One compound at a time, from the list above. Screens in order: MEP2 TOR yeast | AHR activator | RPL19A-GFP yeast | LAP4-GFP MLPCN | ZTA counter | proCasp3 act | EBNA-1 inh | procasp7 counter
`COc1cc(C(=O)OCC(=O)N2CCC(C)CC2)cc2c1OCCO2` as listed: 99 | 0 | 98 | 96 | -4 | 15 | / | 6
`O=C(NC1CCCCC1)C(c1ccccc1)N1CCOCC1` (stereo not given) as listed: 101 | 0 | 102 | 100 | 7 | 2 | -2 | 4

2 records drawn at random from those above:
SMILES | MEP2 TOR yeast | AHR activator | RPL19A-GFP yeast | LAP4-GFP MLPCN | ZTA counter | proCasp3 act | EBNA-1 inh | procasp7 counter
CCOc1ccc(C(=O)O)cn1 | 104 | 1 | 100 | 109 | -13 | 5 | -8 | 3
Cc1cccc(C)c1NC(=S)NCc1ccncc1 | 107 | -2 | 101 | 124 | 17 | -4 | 12 | -6

Next part:
SMILES | MEP2 TOR yeast | AHR activator | RPL19A-GFP yeast | LAP4-GFP MLPCN | ZTA counter | proCasp3 act | EBNA-1 inh | procasp7 counter
COc1ccc(-c2nn(-c3ccccc3)cc2/C=C(\C#N)S(=O)(=O)c2ccccc2)cc1OC | 104 | 3 | 104 | 95 | -4 | -3 | -2 | 0
COc1ccc(N(CC(=O)Nc2ccc(S(=O)(=O)N3CCCC3)cc2)S(C)(=O)=O)cc1OC | 108 | 7 | 101 | 103 | 3 | 3 | 4 | 7
CC(C(=O)NCc1ccco1)c1ccc([N+](=O)[O-])cc1 (stereo not given) | 102 | -2 | 106 | 98 | -14 | 3 | 0 | 8
CCCc1[nH]n(-c2ccc([N+](=O)[O-])cc2)c(=O)c1C=NCCc1c[nH]c2ccccc12 | 101 | 6 | 100 | 101 | -4 | 1 | -5 | 8
CNC(=S)N(CCc1c(C)[nH]c2ccc(OC)cc12)Cc1cc(OC)c(OC)c(OC)c1 | 98 | 16 | 98 | 103 | -16 | -5 | -7 | 10
CC1=C(C(=O)OCc2ccccc2)C(c2cccc(F)c2)NC(=O)N1 (stereo not given) | 113 | 0 | 104 | 92 | -9 | 1 | -7 | -3
N#CC1=C(N)Oc2[nH]c(=S)[nH]c(=O)c2C12C(=O)Nc1ccccc12 (stereo not given) | 94 | 3 | 99 | 96 | 4 | -6 | -10 | -10
CCOc1cccc2sc(N(CCCN(C)C)C(=O)Cc3ccccc3)nc12 | 105 | -1 | 100 | 103 | 8 | 4 | 4 | 2
CCOc1ccc(C2C=C(c3ccccc3)Nc3ncnn32)cc1 (stereo not given) | 99 | 39 | 100 | 98 | -3 | 3 | 2 | 0
c1ccc(CNc2nc(N3CCOCC3)nc(N3CCOCC3)n2)cc1 | 96 | 0 | 94 | 94 | 14 | -1 | 2 | -6
CCN(CC)c1ccc(NC(=O)/C=C\c2ccccc2Cl)cc1 | 106 | -4 | 100 | 104 | -2 | -3 | 6 | -24
COCCOC(=O)c1c(NC(=O)CNC2CCCc3ccccc32)sc(C(N)=O)c1C (stereo not given) | 96 | 4 | 97 | 101 | 5 | 6 | -3 | 5
N#Cc1c(-c2c(Cl)cccc2Cl)noc1/C=C/Nc1ccc(C(=O)O)cc1 | 109 | -3 | 99 | 99 | -8 | 0 | -5 | 1
CC(C)(C)c1n[nH]c(=S)n(N)c1=O | 112 | 4 | 99 | / | -4 | -3 | -5 | 4
COc1ccc(-c2cc3nc(C4CCN(C(=O)OC(C)(C)C)CC4)c(C(=O)O)cn3n2)cc1 | 95 | 4 | 93 | 94 | -10 | -1 | 0 | -5
CCCCn1nnc(NC(=S)NC(=O)c2ccc(-c3cccc(Cl)c3Cl)o2)n1 | 94 | -1 | 100 | 108 | -16 | -6 | 1 | -10
CN1CCN(c2ccc(NC(=O)C(C)(c3ccccc3)c3ccccc3)cc2)CC1 | 103 | 0 | 102 | 93 | 4 | 5 | 4 | 1
CCCS(=O)(=O)N1CCC(C(=O)NC2CCCC(C)C2C)CC1 (stereo not given) | 94 | 1 | 93 | 89 | 2 | 2 | -2 | 10
CC(=O)N1CCN(S(=O)(=O)c2ccc(S(=O)(=O)N3CCCC(C)C3)cc2)CC1 (stereo not given) | 114 | -1 | 103 | 100 | -3 | 0 | 8 | 12
CC(=O)Nc1ccc(NC(=O)c2cccc(S(=O)(=O)N3CCCCCC3)c2)cc1 | 105 | 1 | 97 | 113 | / | 7 | / | 12
COc1ccc(C)cc1NS(=O)(=O)c1ccc(Br)s1 | 95 | 1 | 100 | 93 | -5 | -3 | -10 | 6
Cc1ccc(CNC(=O)c2ccc(NC(=O)CCS(=O)(=O)c3cccs3)cc2)cc1 | 99 | -1 | 89 | 87 | 15 | 3 | 19 | 4
CN(C)c1ccc(/C=N/NC(=S)NCc2ccccc2)cc1 | 95 | 9 | 98 | 100 | -32 | 90* | 7 | 32*
Brc1cc2c(cc1/C=N/Nc1nc(N3CCOCC3)nc(N3CCOCC3)n1)OCO2 | 102 | 5 | 101 | 92 | 3 | 9 | 0 | -2
Cc1cc2c(C)nc(N/N=C/c3ccc([N+](=O)[O-])cc3)nc2o1 | 96 | 4 | 95 | 105 | 19 | -15 | -6 | -5
The listing continues:
SMILES | MEP2 TOR yeast | AHR activator | RPL19A-GFP yeast | LAP4-GFP MLPCN | ZTA counter | proCasp3 act | EBNA-1 inh | procasp7 counter
COC(=O)c1cnn2c(C)c(Cc3cccc(F)c3)c(C)nc12 | 114 | -1 | 92 | 99 | -14 | -3 | -2 | 2
COc1cc(/C=C2\SC(=S)N(NS(=O)(=O)c3ccccc3)C2=O)ccc1O | 103 | -1 | 98 | 103 | -1 | -21 | -4 | 0
O=C(/C=C/c1ccc(Br)o1)OCc1ccccc1 | 97 | 2 | 101 | 98 | 1 | -9 | 3 | -3
Cc1cccc(C)c1-n1c(C)cc(/C=C2\C(=O)NN(c3ccccc3)C2=O)c1C | 99 | 3 | 100 | 98 | 2 | -24 | 14 | 5
O=C(CCCl)N1CCCC2(CCCCC2)C1 | 101 | -1 | 103 | 107 | 15 | 4 | 1 | 2
CC(C)CCOP(=O)(c1ccc(N(C)C)cc1)C(O)c1ccccc1 (stereo not given) | 103 | 0 | 105 | 80 | 4 | -6 | -5 | 1
CCOC(=O)c1c(CN(C)C)n(C)c2c(O)c(N=NC(N)=O)c3ccc(Br)cc3c12 | 105 | 13 | 109 | 93 | 2 | 4 | -1 | -4
O=C(NCc1ccccc1)C12CN(Cc3ccccc3)CC1C(c1ccc([N+](=O)[O-])cc1)=NO2 (stereo not given) | 92 | 0 | 95 | 106 | -2 | 8 | -5 | -4
Cc1cc(Cl)ccc1OCC(O)CNCCc1ccc(S(N)(=O)=O)cc1 (stereo not given) | 101 | 7 | 97 | 104 | -4 | -6 | -30 | -2
O=C(O)c1ccc(NC(=S)NC(=O)c2ccc3ccccc3c2)cc1 | 98 | 6 | 114 | 72 | -3 | 1 | -7 | -1
Cc1ccccc1NC(=O)C(C)OC(=O)CCC(=O)N(CC(C)C)c1c(N)n(CC(C)C)c(=O)[nH]c1=O (stereo not given) | 103 | -3 | 99 | 100 | -6 | -11 | -8 | 4
CCCn1nc(NC(=O)c2ccncc2)c2cc3ccccc3nc21 | 107 | 69* | 91 | 102 | -3 | 4 | 6 | -10
Cc1ccc(NC(=S)N/C(=N/S(=O)(=O)c2ccccc2)c2ccccc2)cc1 | 108 | -2 | 102 | 94 | 10 | -5 | 6 | -2

Taken from above:
ZTA counter, O=C(O)c1ccc(NC(=S)NC(=O)c2ccc3ccccc3c2)cc1 reads -3
ZTA counter, O=C(CCCl)N1CCCC2(CCCCC2)C1 reads 15
procasp7 counter, Cc1ccccc1NC(=O)C(C)OC(=O)CCC(=O)N(CC(C)C)c1c(N)n(CC(C)C)c(=O)[nH]c1=O (stereo not given) reads 4
MEP2 TOR yeast, COC(=O)c1cnn2c(C)c(Cc3cccc(F)c3)c(C)nc12 reads 114
procasp7 counter, Cc1cccc(C)c1-n1c(C)cc(/C=C2\C(=O)NN(c3ccccc3)C2=O)c1C reads 5
